CF NFkB inh – cystic fibrosis NF-kB activation inhibition. KKLEB NF-kB-GFP reporter, PAF-induced, GFP fluorescence overnight. inhibition, % at 5 µM. 0.86% of 360,000 active. AID 588850;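 active = at least 50% inhibition at 5 µM, scaled per plate between neutral and stimulator controls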;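 also: PAF is a Pseudomonas aeruginosa culture filtrate used as stimulus; plate controls were PAF-stimulated DMSO wells for no effect and unstimulated DMSO wells for full effect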
NR2E3 ag-1 – human photoreceptor-specific nuclear receptor agonism; CHO-S Gal4-NCOR/VP16-NR2E3 two-hybrid, luciferase; inhibition of corepressor binding, % at 3.98 µM; 0.35% of 360,000 active; AID 602229;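 active = inhibition above the mean of all tested compounds plus 3 SD, cut at about 70% in these data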;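 also: 0% = DMSO with NR2E3 transfected cells and 100% = cells lacking NR2E3 construct; higher means lower luciferase signal from less NR2E3 corepressor binding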
Target sequence (Q9Y5X4 whole entry, looked up, the tested form may be a part): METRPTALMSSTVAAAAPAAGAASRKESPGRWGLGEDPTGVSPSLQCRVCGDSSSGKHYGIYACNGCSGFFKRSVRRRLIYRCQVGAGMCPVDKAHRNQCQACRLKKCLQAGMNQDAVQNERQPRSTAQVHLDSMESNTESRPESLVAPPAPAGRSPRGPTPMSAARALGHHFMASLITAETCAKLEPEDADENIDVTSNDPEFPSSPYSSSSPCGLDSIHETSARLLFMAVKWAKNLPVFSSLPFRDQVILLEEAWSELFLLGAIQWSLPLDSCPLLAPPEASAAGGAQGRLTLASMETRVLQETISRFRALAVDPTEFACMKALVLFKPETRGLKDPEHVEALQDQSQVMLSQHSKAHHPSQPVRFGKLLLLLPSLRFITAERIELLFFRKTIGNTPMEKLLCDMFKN
PDI inh – blocks human protein disulfide isomerase activity | PDI insulin aggregation turbidity, A650, 90 min | inhibition, % at 10 µM | 0.052% of 350,000 active | AID 588391;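 active = mean inhibition across replicates of 30% or more, whatever share of single replicates reach that level; inconclusive = mean inhibition below 30% while every single replicate reaches 30%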;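 also: absorbance from insulin aggregation driven by PDI reduction with DTT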
Target sequence (P07237 whole entry, looked up): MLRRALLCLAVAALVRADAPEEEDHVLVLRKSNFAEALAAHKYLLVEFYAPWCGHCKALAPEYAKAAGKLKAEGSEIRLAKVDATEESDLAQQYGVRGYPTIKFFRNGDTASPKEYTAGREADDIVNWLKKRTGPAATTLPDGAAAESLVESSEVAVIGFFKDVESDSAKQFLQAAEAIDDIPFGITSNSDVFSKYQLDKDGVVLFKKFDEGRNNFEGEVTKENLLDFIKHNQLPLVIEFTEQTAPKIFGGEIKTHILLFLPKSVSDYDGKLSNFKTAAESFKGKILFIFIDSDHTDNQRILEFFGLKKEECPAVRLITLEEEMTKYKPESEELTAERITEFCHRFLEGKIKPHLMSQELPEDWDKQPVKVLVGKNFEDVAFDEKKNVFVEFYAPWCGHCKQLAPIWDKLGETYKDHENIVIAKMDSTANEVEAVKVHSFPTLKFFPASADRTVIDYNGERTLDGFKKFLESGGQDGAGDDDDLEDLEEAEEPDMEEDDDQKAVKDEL
MITF TRPM1 inh – MITF TRPM1 promoter inhibition in SK-MEL-5 cells | SK-MEL-5 TRPM1 promoter luciferase, 24 h | inhibition, % at 12.5 µM | 0.83% of 330,000 active | AID 488899;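 active = mean inhibition across replicates of 60% or more, whatever share of single replicates reaches that level; inconclusive = some that reach 60%, reason not given; inactive = mean inhibition across replicates below 60%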; also: values of inactives mirror those of a sister screen read the other way
Shn3 3UTR inh – reduces Shn3 3'UTR luciferase signal in osteoblasts; Clone20 osteoblast Shn3 3'UTR firefly luciferase, 24 h; inhibition, % at 12.5 µM; AID 588674; 0.52% of 360,000 active;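 active = mean inhibition of at least 75% with every replicate also reaching 75%; inconclusive = mean inhibition at least 75% but some replicate below; inactive = mean inhibition below 75%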;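 also: 0% = median of neutral control wells and 100% = pilot-screen positive control compound; some compounds past the cut are filed as inactive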
KKLEB tox – reduces viability of KKLEB cystic fibrosis airway cells; KKLEB CF airway cells viability, ATPlite luminescence, overnight; active compounds read low; cells stimulated with P. aeruginosa culture filtrate; activity change (cytotoxicity), % at 5 µM; 0.36% of 360,000 active;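 active = corrected activity change at or below -50% at 5 µM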
HIF-2a inh – inhibitors of HIF-2a | 786-0 RCC cells HIF-2a reporter, luciferase luminescence, overnight | inhibition, % at 18.8 µM | 0.72% of 360,000 active | AID 624352;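 active = inhibition of the luminescence signal of 40% or more relative to plate controls, in a single-dose primary screen at 18.75 µM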
CaV13 ICDI inh – Disruptors of the CACNA1D IQ motif to Ca2+-dependent inactivation inhibitor domain association, primary screening, Förster resonance energy transfer in intact living …; HEK cells, CFP/YFP FRET ICDI-IQ, plate reader, 10 min; percent FRET-ratio fall versus neutral wells; inhibition, % at 12.3 µM; 0.098% of 340,000 active; AID 743397;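 active = mean replicate inhibition of at least 30% and at least 1% of replicates passing that level; inconclusive = only one of the two criteria is met; inactive = neither criterion is met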;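 also: 0% = median of the neutral control wells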
Vif imaging – HIV Vif inhibition. HEK293T cells, Vif self-association by quenched fluorescence, imaging, 24 h. inhibition, % at 7.49 µM. 0.35% of 340,000 active. AID 602346; in the data active = inhibition above about 50%, passing the limit was not always enough; inconclusive = no clear call, values can overlap the other calls; inactive = below about 31%; also: some results filed as inactive read as strong as hits
Peg3 promoter – Peg3 promoter activity inhibition. HeLa PEG-Prom luciferase reporter, luminescence, overnight. 1.7% of 360,000 active. inhibition, % at 20 µM. AID 588405;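 active = inhibition of at least 50% at 20 µM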
NR2E3 ag-2 – agonists of human nuclear receptor NR2E3 | Q9Y5X4 | GST-NR2E3/biotin-RetCOR TR-FRET, 1536-well | inhibition of corepressor binding, % at 4.78 µM | 0.12% of 320,000 active | AID 2300;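 active = percent inhibition above the cutoff of mean plus 3 SD of all tested compounds, set per screening campaign, cut at about 20% in these data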;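 also: 0% = DMSO wells and 100% = biotin wells as full block of FRET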
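Test system – NR2E3–RetCOR corepressor complex · Quantity – NR2E3 fusion 1.35 nM · Buffer or medium – Tris pH 7.5 · Incubation – Compound–protein incubation for 5 h at 4 °C · Technique – TR-FRET, Eu(K)-anti-GST donor, streptavidin-D2 acceptor, ex 340, em 617/671 nm · Evaluation – percent inhibition of 671/617 nm emission ratio versus biotin and DMSO controls · Plate – 1536-well format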
The depositor's hits bear a star; ? = inconclusive; . = not tested or not shown.

Screens in order: HIF-2a inh	Vif imaging	Peg3 promoter	MITF TRPM1 inh	CaV13 ICDI inh	NR2E3 ag-2	NR2E3 ag-1	CF NFkB inh	PDI inh	KKLEB tox	Shn3 3UTR inh
1	CCOc1ccc(N2CC(C(=O)NCCc3c[nH]c4ccc(C)cc34)CC2=O)cc1 (configuration not stated)
  10	21	2	12	-3	-1	-5	0	4	-15	-1
2	Cc1ccc(N(CC(=O)N/N=C/c2cc(C)n(-c3ccccc3)c2C)S(C)(=O)=O)c(C)c1
  -3	-5	-6	-3	.	-2	-15	-11	8	-1	13
3	O=C(NC(=S)NC1CCSC1=O)c1ccc([N+](=O)[O-])cc1 (configuration not stated)
  -16	6	3	-6	-8	1	-16	-12	-1	30	10
4	CCSC(=N)N
  -4	-1	-16	12	-5	1	-16	13	2	7	2
5	N#C/C(=N/Nc1ccc(OC(F)(F)F)cc1)C(N)=S
  -256	-11	-169	3	-2	-1	93*	64*	-5	-48	-30
6	CCN(CCCNC(=O)COc1cc(=O)n(C)c2ccccc12)c1ccccc1
  -12	10	3	-4	-4	0	-1	-64	-3	18	12
7	COc1cccc(/C=N/NC(=O)CNC(=O)C2COc3ccccc3O2)c1O (configuration not stated)
  16	-5	34	9	-6	.	20	12	-1	-7	26
8	CCN(C(=O)CSc1nnnn1-c1ccccc1)C1CCS(=O)(=O)C1 (configuration not stated)
  3	-3	-8	10	-2	2	-12	-7	-5	-4	-5
9	Cc1cccc(Oc2ccc(S(=O)(=O)N3CCCCC3)cc2NC(=O)C2=COCCO2)c1
  5	.	14	18	-2	5	4	-1	3	-6	3
10	CCN1CCN(c2ncc(C(=O)Nc3c(F)cc(F)cc3Br)c3ccccc23)CC1
  21	.	27	-3	-3	-1	-5	12	5	-11	4
11	COc1ccc(CC(=O)O/N=C(\N)c2ccccn2)cc1
  -146	-2	-70	-48	-2	-1	-51	6	0	-3	-24
12	CCN1CCN(C(=O)c2ccccc2NC(=O)c2ccc(Cl)cc2)CC1
  1	-8	0	-2	-7	-4	-29	-14	8	-6	-4
13	Cc1[nH]c2ccc(C(=O)NCCCN3CCCC3)cc2c1C
  -9	22	-11	-3	-7	0	-10	22	1	-10	-28
14	O=C(/C=C/c1cccc(F)c1)NCCCn1ccnc1
  4	-1	7	10	-15	0	8	14	-6	2	4
15	O=C1NC(c2cccc(Br)c2)=N/C1=C\c1ccco1
  -143	-1	-151	-5	-3	0	-14	-34	6	6	-22
16	C=CCSc1nc2c(c(=O)[nH]c(=O)n2C)n1C/C=C(/C)Cl
  17	-7	7	-3	.	-2	0	14	-6	-5	12
17	O=C(CCC(=O)OCc1ccc([N+](=O)[O-])cc1)Nc1ccccc1Cl
  1	-9	12	-4	-2	2	-23	1	-4	2	5
18	O=C1CC(c2ccccc2Oc2cccc(Cl)c2)C(n2cncn2)C(=O)C1C1NCCc2ccccc21 (configuration not stated)
  16	17	6	7	2	2	-18	-16	7	7	-10
19	CC(C)NC(=O)COc1cccc2ccccc12
  11	10	6	3	-3	4	-21	-23	-3	0	-2
20	CCN(CC)C(=O)C12CC3CC(CC(Cl)(C3)C1)C2
  17	5	8	-9	-3	-3	-33	-7	-3	2	2
21	CCOC(=O)N1CCN(S(=O)(=O)c2ccc(C)c(C)c2C)CC1
  16	16	10	2	-3	1	15	1	2	-5	3
22	COc1cccc(Nc2nc(-c3cccc(N4C(=O)c5ccccc5C4=O)c3)cs2)c1
  -178	-3	-192	-22	.	4	-50	6	2	4	-22
23	CCN(CC)C(=O)Cn1cc(C(=O)C(=O)NCC2COc3ccccc3O2)c2ccccc21 (configuration not stated)
  -13	0	-10	13	11	1	-10	-7	-2	-3	-32
24	CCOC(=O)C1CCCN(C(=O)c2cccc(NC(=O)C(CC)CC)c2)C1 (configuration not stated)
  1	-6	2	14	-20	1	5	23	-2	-12	-18
25	CCN(C(C)=O)c1ccc(Oc2nc(OC)cc(OC)n2)cc1
  10	-3	0	15	-7	-2	1	-14	0	-7	-11
26	COc1ccc2c(c1)oc(=O)c1c3ccccc3[nH]c21
  -228	4	-208	-34	-4	.	-71	-82	-4	-23	10
27	CCC1(C)Cc2nc3[nH]c(=S)n(-c4ccccc4C)c(=O)c3cc2CO1 (configuration not stated)
  10	?	13	3	-14	4	-32	-4	2	-3	1
28	CN(CC(=O)Nc1ccccc1Br)C(=O)c1cccnc1Nc1cccc(C(F)(F)F)c1
  -2	-7	50	-3	-5	2	-13	10	-6	-7	5
29	NC(=S)n1[nH]c(-c2ccc([N+](=O)[O-])cc2)c(N=Nc2cccc(Cl)c2)c1=O
  -70	1	25	31	-6	.	-7	27	6	-30	64
30	CC(CCc1ccccc1)NC(=O)CN1CCN(c2ccccc2)CC1 (configuration not stated)
  18	26	4	10	2	3	-6	-12	2	12	-1
31	O=C(NCc1ccco1)c1ccc(COc2ccccc2Cl)cc1
  -156	-8	-63	-3	1	-3	-33	-14	-2	8	-2
32	Cc1cc(C)cc(OCC(=O)N(Cc2ccc(N(C)C)cc2)C2CCS(=O)(=O)C2)c1 (configuration not stated)
  10	-5	18	14	4	4	1	4	1	0	4
33	Cc1ccc(NS(=O)(=O)c2ccc(Br)s2)nc1
  0	3	-3	2	-6	1	-14	0	-5	1	-8
34	CC(=O)Nc1ccccc1-c1nc2ccccc2nc1OCC(=O)c1ccc2ccccc2c1
  2	-2	27	1	-5	4	-21	-20	1	15	-10
35	COc1cccc(NC(=O)C(c2ccccc2)N2CCCCC2)c1 (configuration not stated)
  4	7	6	7	0	-1	-26	-4	3	2	4
36	O=C(Nc1cccc(Cl)c1)c1cccc(Oc2ccc([N+](=O)[O-])cc2Cl)c1
  -40	-28	34	12	-5	2	0	23	27	-2	2
37	COCc1nc2oc3ccc(C)cc3c(=O)c2cc1C(=O)OC
  -336	15	-318	-108	-4	-1	-25	-38	-10	0	-27
38	Cc1ccccc1C(C)NS(=O)(=O)c1ccc2c(c1)OCCO2 (configuration not stated)
  13	-3	13	2	-2	.	-2	13	12	3	-2
39	CCn1cnc2c1c(=O)n(Cc1nnc3n1-c1ccccc1SC3)c(=O)n2Cc1ccccc1
  19	8	12	8	.	-1	-11	1	4	4	16
40	O=C(O)CC(NC(=O)COc1ccc(Cl)cc1Cl)C(=O)O (configuration not stated)
  13	8	7	-3	0	1	-11	4	9	3	12
41	Nc1nnc(CSCc2ccccc2Cl)s1
  -25	7	-13	4	-19	3	-23	-36	-6	-13	.
42	Nc1ccc(C(=O)c2cccs2)cc1[N+](=O)[O-]
  -73	0	-57	-16	-2	4	-6	-13	8	-3	-5
43	COC(=O)c1ccc(C)c(NS(=O)(=O)c2ccc(OC)c(OC)c2)c1
  12	13	16	8	-4	2	1	15	24	-1	2
44	CCOc1ccc(S(=O)(=O)NCCC(=O)NCC2(N3CCCCC3)CCCCC2)cc1
  8	4	-3	-3	.	2	-41	16	-4	-6	-1
45	O=C(CSc1ccc(-c2ccncc2)nn1)c1ccc(Cl)cc1
  3	-1	5	8	-5	1	-5	0	9	-34	14
46	O=C(NCc1cccs1)C(=O)c1cn(CC(=O)N2CCCC2)c2ccccc12
  3	13	0	-4	0	1	-26	-4	0	6	-2
47	O=C(Nc1cc(Cl)ccc1N1CCOCC1)c1ccc(N2CCCC2=O)cc1
  -4	-7	7	0	-6	1	-12	12	1	-22	15
48	CN1CCc2c(sc3nc(SCC(=O)N4CCCCC4)n(-c4ccccc4)c(=O)c23)C1
  -1	1	13	5	-6	0	7	-3	-1	6	0
49	COc1cc(/C=C(\C#N)c2nc3ccccc3[nH]2)ccc1OC(=O)c1ccco1
  -168	-1	-97	-1	-22	2	-39	-48	-1	3	-76
50	COc1cc(OC)c(NC(=O)CNC(=O)Cn2ccc3ccccc3c2=O)cc1Cl
  10	-11	2	-8	-4	1	-23	20	6	1	34
51	NC(=S)NN=C(c1ccccc1)c1ccccc1
  13	-2	-5	10	-4	-2	-8	-13	-6	5	-5
52	CN1C(=O)NC(c2ccccc2)C2=C1CN(CCc1ccccc1)C2=O (configuration not stated)
  11	9	2	4	-6	0	-7	-24	8	10	-20
53	COc1ccc(C(=O)Oc2cccc(Nc3ncnc4ccccc34)c2)cc1OC
  -9	-12	7	-3	-3	-2	-2	20	-6	-13	15
54	COc1ccc2nc(C)c(C(=O)NN)cc2c1
  1	-4	-6	-7	-19	-4	-11	10	-18	-11	-24
55	CCOc1ccc(CCNC(=O)CCS(=O)(=O)c2ccc(C)cc2)cc1OCC
  22	-8	10	2	-3	-3	-4	4	-10	-3	-9
56	CN(C)c1cc(N/N=C/c2ccccc2C(F)(F)F)nc(N(C)C)n1
  20	0	9	-13	-10	2	2	13	-14	1	6
57	CCOC(=O)c1nnn(-c2nonc2N)c1CSc1ccccc1
  12	5	10	-7	-8	-3	6	14	-6	-12	-1
58	CCOc1ccc(S(=O)(=O)NC2CCCCC2C)cc1 (configuration not stated)
  15	2	18	8	.	-5	17	-9	8	-2	31
59	O=C(Nc1ccc(Cl)c(Cl)c1)c1ccc(Cl)c(Cl)c1
  -272	-6	-127	-51	-3	1	-117	-2	-15	-3	-45
60	Clc1ccc(N2CCN(c3ccnc(Cl)n3)CC2)cc1
  -72	-8	-33	-7	-6	2	-23	-26	4	8	9

(list continues)
Screens in order: HIF-2a inh	Vif imaging	Peg3 promoter	MITF TRPM1 inh	CaV13 ICDI inh	NR2E3 ag-2	NR2E3 ag-1	CF NFkB inh	PDI inh	KKLEB tox	Shn3 3UTR inh
61	COc1ccc(CCNC(=O)CSC2=NS(=O)(=O)c3ccccc3N2)cc1OC
  2	-1	8	-9	-2	2	-10	9	-1	-6	-9
62	COc1ccc(C2CC2/C(=N/O)c2ccccc2)cc1 (configuration not stated)
  -204	2	-151	-58	6	1	-36	0	-3	1	-31
63	Cc1ccc(NC(=O)Cn2c(C)cc(C)c(C#N)c2=O)c(Cl)c1
  15	2	1	1	-2	-1	17	0	-2	8	8
64	COc1ccc(NS(=O)(=O)c2cccc(NC(=O)CNC(C)=O)c2)cc1
  1	-16	-3	-3	-7	-2	-13	-10	-1	21	18
65	Cn1nnc2c(sc3nc(N4CCOCC4)c4c(c32)CCCC4)c1=O
  -4	-5	13	-21	.	-1	-1	-3	2	-4	14
66	CC1CCCCC1NC(=O)CN1C(=O)NC(C)(c2cccc(Br)c2)C1=O (configuration not stated)
  1	-3	13	1	-2	-1	-1	2	19	-8	4
